Compound activity deposited in PubChem BioAssay by several laboratories.
TNAP act hiacc = TNAP (human) activation, high acceptor | P05186 | purified TNAP, CDP-star luminescence, 1 M DEA, 30 min; hits give high values; 0 = EDTA background, 1 = DMSO-only activity | activation factor at 20 µM | 200,000 tested, under 10 active | AID 1136;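 active means activation factor at least 2 at 20 µM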
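Measured by: Luminescent substrate turnover signal | Test system: Human TNAP | Input: TNAP 1/800 final | Dosing: 20 µM single point | Schedule: 30 min, room temperature | Controls: EDTA wells as negative control, DMSO wells as positive control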
Diaphorase inh = counter-screen for diaphorase-based assays: diaphorase inhibitors and chemical oxidizers; AID 1217; diaphorase resazurin-to-resorufin fluorescence, NADH, 16 min; bacterial (C. kluyveri) enzyme, not human; hit rate 0.69% among 190,000; inhibition, % at 20 µM;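 active means primary screen inhibition at 20 µM above a set limit, cut at about 50% in these data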;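 further: plate controls were DMSO with full reaction for no effect and wells lacking NADH for full effect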
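System: Bacterial diaphorase enzyme (C. kluyveri) | Incubation: 16-min room-temperature incubation before reading | Benchmarks: No-NADH positive control and DMSO neutral control | Measured by: Resorufin fluorescence 544/590 nm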
PMI activator = phosphomannose isomerase (human) activation | P34949 | purified human PMI, coupled resazurin fluorescence, 20 min; hits give high values; 1 = vehicle control, 0 substrate-free wells | activation factor at 20 µM | hit rate 0.005% among 190,000;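 active means activation factor of 2 or more at 20 µM, relative to plate controls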
Target sequence (P34949 whole entry, looked up): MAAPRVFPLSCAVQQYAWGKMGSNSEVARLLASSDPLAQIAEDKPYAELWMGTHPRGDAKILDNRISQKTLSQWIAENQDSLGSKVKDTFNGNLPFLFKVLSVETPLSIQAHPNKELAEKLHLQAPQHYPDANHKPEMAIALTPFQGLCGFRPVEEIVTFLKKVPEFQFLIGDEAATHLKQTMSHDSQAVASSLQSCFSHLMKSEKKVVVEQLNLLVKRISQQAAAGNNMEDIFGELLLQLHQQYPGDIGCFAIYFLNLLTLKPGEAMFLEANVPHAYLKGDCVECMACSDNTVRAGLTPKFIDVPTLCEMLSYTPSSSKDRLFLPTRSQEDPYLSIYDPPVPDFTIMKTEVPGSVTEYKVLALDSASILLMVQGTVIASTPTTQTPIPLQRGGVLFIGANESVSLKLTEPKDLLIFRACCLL
G6PDH counter = counter-screen for G6PDH assay hits: L. mesenteroides G6PDH inhibition; AID 1020; Purified L. mesenteroides G6PDH, diaphorase/resazurin coupled fluorescence, 45 min; inhibition, % at 5 µM; hit rate 0.12% among 200,000; in the data active means inhibition above about 50%
FLuc stim CS = firefly luciferase counter-screen for stimulation assays; P08659; ATPlite luciferase biochemical, luminescence, 10 min; 0 = ATP-free wells, 1 = DMSO control; activation factor at 10 µM; 200,000 tested, under 10 active;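 active means luciferase activation factor, scaled between plate controls, of at least 2 with compound at 10 µM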
Target sequence (P08659 whole entry, looked up): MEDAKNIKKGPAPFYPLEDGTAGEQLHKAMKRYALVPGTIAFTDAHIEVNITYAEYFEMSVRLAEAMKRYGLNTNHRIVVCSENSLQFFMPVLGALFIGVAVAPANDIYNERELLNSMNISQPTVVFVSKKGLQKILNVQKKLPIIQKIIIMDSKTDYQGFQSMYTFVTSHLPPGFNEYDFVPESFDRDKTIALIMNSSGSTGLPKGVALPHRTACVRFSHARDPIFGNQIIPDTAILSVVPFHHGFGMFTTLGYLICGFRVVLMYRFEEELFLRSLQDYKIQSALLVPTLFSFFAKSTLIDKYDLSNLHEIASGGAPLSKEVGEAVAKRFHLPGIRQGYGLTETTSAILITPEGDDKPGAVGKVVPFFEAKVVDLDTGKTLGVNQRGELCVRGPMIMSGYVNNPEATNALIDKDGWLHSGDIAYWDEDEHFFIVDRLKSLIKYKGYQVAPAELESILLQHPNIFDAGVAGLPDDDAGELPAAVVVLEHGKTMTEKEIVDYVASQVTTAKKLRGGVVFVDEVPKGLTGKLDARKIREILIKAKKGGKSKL
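Material: luciferase plus luciferin reagent, cell-free. Medium: PBS buffer for ATP. Also added: ATP substrate, dispensed from a 10.24 µM working solution in PBS. Doses: test compounds dosed from 2 mM stocks in 100% DMSO. Incubation: 10 min post-reagent at room temperature. Technique: light output (luminescence). Read-out basis: luminescence gain marking luciferase activators.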
PMI act hi M6P = increases human PMI activity with near-saturating mannose 6-phosphate; AID 1216; coupled PMI enzyme assay, resazurin fluorescence, 20 min; hits give high values; 1 = untreated enzyme, 0 = substrate-free blank; activation factor at 20 µM; hit rate 0.34% among 190,000; P34949;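 active means activation factor of 2 or more at 20 µM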
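Test system: Human PMI in coupled enzyme assay | Input: 15 ng/mL PMI | Medium: HEPES-buffered pH 7.4 with magnesium and detergent | Compound: One concentration, 20 µM, in 1% DMSO | Incubation: Enzyme reaction with compound 20 min at room temperature | Detection: Diaphorase-driven resazurin-to-resorufin fluorescence, excitation 544, emission 590 nm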
TNAP inh hi DEA = TNAP (human) inhibition, high acceptor; inhibition, % at 20 µM; purified TNAP, CDP-star luminescence, 1 M DEA; hit rate 0.03% among 200,000;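 active means over 50% inhibition of tissue-nonspecific alkaline phosphatase at 20 µM in the single-dose screen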;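 further: plate controls were DMSO wells for no effect and EDTA-quenched wells as full inhibition for full effect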
TNAP inh noacc = TNAP (human) inhibition, acceptor-free conditions. P05186. purified TNAP, CDP-star luminescence, 30 min. inhibition, % at 20 µM. hit rate 0.26% among 200,000;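 active means tissue-nonspecific alkaline phosphatase inhibition above about 50% at 20 µM in the single-dose screen, limit read from the data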;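 further: 0% = DMSO negative control and 100% = EDTA positive control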
HMGR II inh = inhibitors of class II HMG-CoA reductase from Enterococcus faecalis; inhibition, % at 10 µM; hit rate 0.41% among 190,000; AID 1066; purified E. faecalis HMGR, NADPH absorbance 340 nm kinetic;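 active means inhibition above a set limit, the median over all tested compounds plus 3 SD, cut at about 9.5% in these data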;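 further: enzyme runs in reverse so mevalonate oxidation gives rising NADPH absorbance; 0% = complete reaction with DMSO and 100% = background rate lacking mevalonate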
Diaph act CS = diaphorase activation or chemical reduction counter-screen; Diaphorase/resazurin coupled assay, resorufin fluorescence, 16 min; hits give high values; 1 = vehicle wells, 0 = NADH-free wells; activation factor at 20 µM; hit rate 0.005% among 190,000;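 active means diaphorase activity raised at least twofold by the compound at 20 µM; inactive means activation factor below 2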
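Material: bacterial diaphorase enzyme (C. kluyveri); amount: enzyme 0.07 U/mL final; reagent: NADH substrate 0.114 mM plus resazurin dye 0.1 mM, final; doses: single compound dose of 20 µM, 1% DMSO final; timing: 16 min enzyme reaction, ambient temperature; measured by: fluorescence of resorufin, 544 nm excitation, 590 nm emission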
* marks the source's active call; other numbers are inactive results; . = not tested or not shown.

SMILES | TNAP act hiacc | Diaphorase inh | PMI activator | G6PDH counter | FLuc stim CS | PMI act hi M6P | TNAP inh hi DEA | TNAP inh noacc | HMGR II inh | Diaph act CS
COc1cccc(CC2(CO)CCN(S(=O)(=O)N(C)C)CC2)c1 | 1.1 | -17.2 | 1.1 | 14.1 | 1 | 1.1 | -8.3 | -9.6 | -2.3 | 1.2
COc1cc(C(=O)Nc2cccc3cccnc23)cc(OC)c1OC | 1 | -8.9 | 1 | 5.4 | 1 | 1 | -4.0 | -2.6 | -4.0 | 1.1
CSc1nnc(C)c(=O)n1COC(=O)COc1ccc(F)cc1 | 1 | 2.8 | 1.1 | 2.9 | 1 | 1.1 | -2.2 | -8.2 | -6.7 | 1
CCCCn1c(SCC(=O)N2CCOCC2)nnc1-c1ccoc1C | 1 | 4.2 | 1 | 3.2 | 1 | 1.1 | 1.1 | -5.3 | -3.6 | 1
Cc1ccc(OCCn2c(C3CC(=O)N(Cc4ccccc4)C3)nc3ccccc32)cc1 (configuration not stated) | 1 | 17.4 | 0.9 | -18.7 | 1.1 | 0.9 | -4.4 | -26.5 | -5.0 | 0.8
CC(=O)NS(=O)(=O)c1ccc(NC(=O)/C=C/c2ccco2)cc1 | 1 | 7.6 | 1 | 2.1 | 1 | 1 | -3.1 | -10.0 | -2.9 | 0.9
Nn1c(SCC(=O)Nc2ccc(S(=O)(=O)N3CCCC3)cc2)nnc1C(F)(F)F | 1 | 13.6 | 0.9 | -17.6 | 1 | 0.9 | 0.2 | -11.4 | 0.4 | 0.9
COc1ccc(-c2c(C)nn3c(N)c(C#N)cnc23)cc1OC | 1 | -8.0 | 1 | 10.1 | 1 | 1 | -3.3 | -50.5 | -8.6 | 1.1
O=C(C[n+]1ccccc1)Nc1ccc(Oc2ccccc2)cc1 | 1 | 5.4 | 0.9 | 23.0 | 1 | 0.8 | 2.0 | 2.3 | -4.0 | 0.9
O=C(C1COc2ccccc2O1)N1CCN(c2ccccc2F)CC1 (configuration not stated) | 1.1 | 18.0 | 1 | 1.0 | 1.1 | 1 | -9.4 | -18.4 | -2.9 | 0.8
Cn1nc(-c2ccccc2)c2ncc(C(F)(F)F)cc21 | 1.1 | -12.0 | 1.1 | 5.8 | 1 | 1.1 | -5.8 | -10.7 | -2.8 | 1.1
O=C(c1ccc(Cn2c(=S)[nH]c3ccc(N4CCOCC4)cc3c2=O)cc1)N1CCN(c2ccc(F)cc2)CC1 | 1 | 27.1 | 1 | -0.8 | 1 | 0.7 | -4.8 | -22.3 | -5.3 | 0.7
O=C(Nc1ccc(F)c([N+](=O)[O-])c1)c1cccs1 | 1 | 0.4 | 1.2 | 17.9 | 1 | 1 | 0.9 | -10.4 | -2.0 | 1
c1ccc2c(c1)CCN(c1nc3cc4c(cc3s1)OCO4)C2 | 1 | 8.5 | 1.1 | -27.0 | 0.3 | 1.2 | 2.3 | -5.7 | -0.1 | 0.9
O=C(Cc1c[nH]c2ccccc12)Nc1ccccc1N1CCOCC1 | 1 | 11.5 | 1 | 5.4 | 1.1 | 0.9 | -4.2 | -1.7 | 0.4 | 0.9
CCOCCCNC(=O)CN1C(=O)/C(=C\c2ccc(C)cc2)Sc2ccccc21 | 1 | 4.7 | 0.9 | 8.0 | 1 | 1.1 | 1.8 | -17.2 | -4.0 | 1
O=c1nc(NCc2ccccc2Cl)cn[nH]1 | 1.1 | 1.3 | 1 | 12.4 | 1 | 1.1 | -6.7 | -16.7 | 0.5 | 1
O=C(c1cc(-c2ccncc2)nc2ccc(Cl)cc12)N1CCN(Cc2ccc3c(c2)OCO3)CC1 | 1 | 27.9 | 1.2 | 16.0 | 1 | 1 | -4.4 | -1.6 | 0.2 | 0.7
CCN(CC)C(=O)C1CCC(C)(C(=O)O)C1(C)C (configuration not stated) | 1.1 | 3.4 | 1.1 | 1.1 | 1.1 | 1 | -7.8 | -1.5 | -7.8 | 1
CN(C)C(=O)c1ccc(NC(=O)CSc2nc3ccccc3[nH]2)cc1 | 1 | 1.7 | 1 | 2.7 | 1 | 1 | 2.0 | -15.3 | 1.5 | 1
O=C1NC(=O)/C(=C/c2ccccc2Oc2ccc(Cl)cc2)S1 | 1 | 4.0 | 1 | -27.5 | 1 | 1 | -1.1 | -1.2 | 2.0 | 1
Cc1cccc2cc(CN(Cc3cccs3)C(c3nnnn3C3CCCC3)C(C)C)c(=O)[nH]c12 (configuration not stated) | 1.1 | 6.0 | 1.1 | 3.9 | 1 | 1.1 | -6.5 | -6.3 | -3.8 | 0.9
COc1cccc(NC(=O)c2ncn[nH]2)c1 | 1 | -1.4 | 1 | -0.6 | 1 | 1 | -1.9 | -4.0 | 1.7 | 1
CCOC(=O)CC(=O)CSc1nc(-c2cccnc2)ccc1C#N | 1 | 12.5 | 1 | -21.7 | 1 | 1.2 | -0.1 | -9.5 | -5.1 | 0.9
O=C(NCC(=O)N(CC1CCCO1)C(C(=O)NC1CCCCC1)c1ccc(F)cc1)c1ccco1 (configuration not stated) | 1 | 17.8 | 0.9 | 8.9 | 1 | 0.9 | -3.6 | -13.9 | 3.0 | 0.8

Looked up above:
CC(=O)NS(=O)(=O)c1ccc(NC(=O)/C=C/c2ccco2)cc1 – PMI activator = 1
CSc1nnc(C)c(=O)n1COC(=O)COc1ccc(F)cc1 – Diaphorase inh = 2.8

Other entries follow.
SMILES | TNAP act hiacc | Diaphorase inh | PMI activator | G6PDH counter | FLuc stim CS | PMI act hi M6P | TNAP inh hi DEA | TNAP inh noacc | HMGR II inh | Diaph act CS
CCc1nnc2n1N=C(c1ccc(-c3cc(Cl)ccc3Cl)o1)CS2 | 1 | 6.7 | 1.2 | -4.0 | 1.1 | 1 | -1.9 | -5.2 | -9.6 | 0.9
C/C(=N\NC(=S)Nc1c(C)cccc1C)c1cc2ccccc2o1 | 1 | 8.9 | 1 | -0.4 | 1.1 | 1 | -4.0 | -10.0 | -0.8 | 0.9
O=C(/C=C/c1cccc(Br)c1)N1CCN(c2cccc(C(F)(F)F)c2)CC1 | 1.1 | 22.5 | 0.8 | -1.5 | 1.1 | 0.9 | -8.9 | -12.9 | -1.5 | 0.8
O=C(NCCc1ccc(Cl)cc1)C1CCC(CNc2nc(=S)[nH]c3ccccc23)CC1 (configuration not stated) | 1 | -15.2 | 1.2 | -2.4 | 1 | 1.2 | -1.9 | -4.2 | -1.5 | 1.2
O=C(CSc1ncnc2c1oc1ccccc12)c1cccs1 | 1.1 | 4.3 | 1.1 | 2.0 | 1.1 | 1 | -6.2 | -2.0 | -2.6 | 1
CN(C)C(=O)N1CCN(C(=O)N(C)C)CC1 | 1 | 14.7 | 0.9 | 10.9 | 1 | 0.9 | -3.5 | -9.4 | 0.3 | 0.9
CCOC(=O)c1sc(=S)n(-c2cc(OC)ccc2OC)c1N | 1 | 13.4 | 0.3 | 2.0 | 1 | 0.8 | -1.4 | -13.0 | -3.4 | 0.9
COC(=O)COc1ccc(S(=O)(=O)NCc2ccco2)cc1Cl | 1 | 3.7 | 0.9 | -0.4 | 1.1 | 1 | -3.0 | -9.4 | -0.2 | 1
O=C(NCC1CCCO1)c1csc2c1CCCC2 (configuration not stated) | 1 | 9.1 | 1 | 1.4 | 1.1 | 1 | -4.6 | 8.8 | -0.3 | 0.9
CCn1c(/C=C/c2c(C)[nH]c3ccccc23)nc2ccccc2c1=O | 1 | 10.9 | 1 | -21.1 | 1.1 | 1.1 | 4.8 | -12.9 | -2.3 | 0.9
COC(=O)C(C(C)C)N1CCc2c(C)nc3c(C#N)cnn3c21 (configuration not stated) | 1.1 | 29.2 | 1 | 8.5 | 1.1 | 1.1 | -7.8 | -12.0 | -6.0 | 0.7
Cc1[nH]n(-c2ccc(C(=O)O)cc2)c(=O)c1CCO | 1 | 5.9 | 1.3 | -1.5 | 1.1 | 1 | -3.2 | -6.8 | -0.7 | 0.9
Cc1ccc(-n2cc(CN(C)CCc3cn[nH]c3)c(-c3cccc(C)c3)n2)cc1 | 1 | 7.6 | 0.8 | 8.6 | 1 | 0.9 | -0.8 | -1.8 | 0.0 | 0.9
CCOC(=O)c1c(C)n(C)c2ccc(O)c(CN3CCN(C)CC3)c12 | 1 | 31.4 | 0.8 | 14.7 | 1 | 0.5 | -2.9 | -5.3 | -4.7 | 0.7
CCN(CC)S(=O)(=O)c1ccc(=O)[nH]c1 | 1 | 0.0 | 1.1 | 6.5 | 1.1 | 1 | -4.6 | -8.0 | -9.5 | 1
Cc1ccccc1OCC(=O)NNC(=S)NC(=O)c1ccccc1[N+](=O)[O-] | 1 | 42.5 | 1.1 | 5.6 | 1.1 | 1.1 | 0.1 | -129.3 | 1.1 | 0.6
Cc1ccc(C(=O)NC2CCS(=O)(=O)C2)cc1S(=O)(=O)N1CCOCC1 (configuration not stated) | 1 | 3.2 | 0.9 | 2.3 | 1 | 0.9 | 3.0 | -2.8 | -5.6 | 1
COc1ccc(-c2nn(-c3ccccc3)cc2CNCCN2CCOC2=O)c(F)c1 | 1 | . | . | 3.8 | 1 | . | 1.7 | -4.6 | -5.8 | .
CCOc1ccc(S(=O)(=O)N2CCN(C(=O)c3cc4c(s3)CCCC4)CC2)cc1 | 1 | 19.4 | 0.8 | -10.2 | 1.1 | 0.9 | -0.9 | -10.8 | -0.7 | 0.8
CCOC(=O)C(CC)Sc1ncnc2nc[nH]c12 (configuration not stated) | 1 | 12.5 | 0.6 | -0.8 | 1.1 | 0.9 | -4.4 | -1.0 | 5.6 | 0.9
CCC(C)NC(=O)CN1C(=O)CC(C)(C)S(=O)(=O)c2ccccc21 (configuration not stated) | 1.1 | 6.2 | 1 | -4.3 | 1.1 | 0.9 | -8.1 | -1.1 | -5.7 | 0.9
CCCCOC(=O)c1ccc(NC(=O)C(CCS(C)(=O)=O)NC(C)=O)cc1 (configuration not stated) | 1 | 12.4 | 0.9 | 12.2 | 1 | 0.9 | -2.0 | -9.8 | 2.7 | 0.9
COc1ccccc1NS(=O)(=O)c1ccc(NN=C2CCCC2)c([N+](=O)[O-])c1 | 0.8 | 24.0 | 0.8 | -12.5 | 1 | 0.8 | 16.0 | 8.7 | -8.0 | 0.8
O=C(c1cc2ccccc2oc1=O)N1CCN(c2ccccn2)CC1 | 1 | 7.0 | 1 | 1.4 | 1.1 | 0.9 | -4.9 | -5.6 | -4.0 | 0.9
